TDP1 cell CPT: growth inhibition of DT40 Tdp1-/-;hTDP1 cells with camptothecin (screen for TDP1 inhibitors). chicken DT40 Tdp1-/-;hTDP1 cells + 20 nM CPT, ATP luminescence, 48 h. Potency, µM (top dose mostly 46.2 µM), for inactives: at the highest dose activity change, negative = growth inhibition, hits mostly inhibitors. actives 12% (n = 420,000); also: nearly all actives have a fitted effect of over 55% in size
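Chicken DT40 Tdp1-/- cells complemented with human TDP1, 400 cells/well, exposed to compounds plus 20 nM camptothecin for at least 48 h at 37 C; viability read as ATP content by CellTiter-Glo luminescence.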
DT40 TDP1 no CPT: qHTS for Inhibitors of human tyrosyl-DNA phosphodiesterase 1 (TDP1): qHTS in cells in absence of CPT; actives 15% (n = 420,000); Potency, µM (titrated, usually from 46.2 µM), for inactives: at the top dose activity change, negative = growth inhibition, usual class: inhibitors; DT40 Tdp1-/- hTDP1 cells, no CPT, ATP luminescence, 48 h; AID 686978, 2013; also: nearly all actives have a fitted effect of over 55% in size
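Growth kinetics read by CellTiter-Glo luminescence after ≥48 hr at 37 °C. Cells: DT40 Tdp1-/- stably carrying human TDP1, 400 per well, compound exposure in the absence of CPT (DMSO vehicle).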
GCN5L2 inh: inhibitors of human GCN5L2 histone acetyltransferase. Q92830. GCN5L2 HAT assay, ThioGlo1 CoA-SH fluorescence. Potency, µM (titrated, usually from 58.9 µM), without a hit: at the top dose activity change, negative = inhibition, most hits filed as inhibitors. actives 0.21% (n = 390,000). AID 504327
Target sequence (Q92830 whole entry, looked up): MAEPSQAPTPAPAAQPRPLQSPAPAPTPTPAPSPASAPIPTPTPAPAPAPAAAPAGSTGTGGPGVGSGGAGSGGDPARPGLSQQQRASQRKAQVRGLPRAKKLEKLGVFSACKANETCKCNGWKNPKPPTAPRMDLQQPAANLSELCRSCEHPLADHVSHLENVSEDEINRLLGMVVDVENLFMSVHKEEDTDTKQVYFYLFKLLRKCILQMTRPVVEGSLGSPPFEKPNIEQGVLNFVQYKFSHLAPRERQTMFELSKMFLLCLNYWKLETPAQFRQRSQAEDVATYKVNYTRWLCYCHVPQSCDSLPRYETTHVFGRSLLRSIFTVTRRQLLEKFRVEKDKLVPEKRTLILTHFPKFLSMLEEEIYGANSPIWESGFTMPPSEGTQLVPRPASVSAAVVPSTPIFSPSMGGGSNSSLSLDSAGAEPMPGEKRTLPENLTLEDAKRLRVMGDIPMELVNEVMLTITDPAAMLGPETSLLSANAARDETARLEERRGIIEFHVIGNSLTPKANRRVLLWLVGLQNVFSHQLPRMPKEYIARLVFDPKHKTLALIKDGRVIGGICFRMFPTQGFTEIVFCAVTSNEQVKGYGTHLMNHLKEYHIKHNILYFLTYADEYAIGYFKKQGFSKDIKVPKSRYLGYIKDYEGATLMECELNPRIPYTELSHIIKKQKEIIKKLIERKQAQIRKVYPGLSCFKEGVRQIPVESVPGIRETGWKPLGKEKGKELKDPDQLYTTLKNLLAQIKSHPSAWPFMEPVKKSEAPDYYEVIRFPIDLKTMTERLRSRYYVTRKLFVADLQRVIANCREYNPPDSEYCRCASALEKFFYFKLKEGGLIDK
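Compounds, pin-transferred from DMSO stocks, meet 20nM GCN5L2 for 15 min before the reaction begins with H3(1-25) peptide (75uM) and acetyl-CoA (70uM). Thiol-reactive ThioGlo1 reports CoA release over 20 min at room temperature.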
Numbers without * were called inactive; ? = inconclusive; . = no result given; & = joins results of further samples; [ ] = remark or other dose. Calls follow the shape of the dose curve; as a rule, active = well fitted curve in the direction sought with a large enough effect; inconclusive = small, poorly fitted or top-dose-only effect, or another doubt; inactive = no such curve, though single readings can be large; an effect the other way counts as inactive or inconclusive. % is scaled to controls: 0 for no effect and ±100 for the full control effect; potency is read from the fitted curve at half-maximal effect. This is a subset; rates above refer to the full screens.

Every second line gives: TDP1 cell CPT, DT40 TDP1 no CPT, GCN5L2 inh
O=C(c1cnccn1)N1CCC2(CCCN(Cc3ccncc3)C2)CC1
    11%, -1%, 13%
CCCCOc1ccc(C(=O)NCCc2csc3nc(-c4ccccc4F)nn23)cc1
    26µM*, ?, -11%
COC(=O)Cc1ccc(NC(=O)c2ccccc2Cl)cc1
    -22%, -29%, -2%
CCN(CC)S(=O)(=O)c1ccc(OC)c(NC(=O)c2cn(CC)c3nc(C)ccc3c2=O)c1
    -4%, -3%, 2%
Cc1ccc(CNC(=O)C2CCCN2S(=O)(=O)c2ccc(Cl)cc2)cc1 (stereo unspecified)
    -15%, 2%, -8%
CCOc1ccc(Nc2c3c(nc4nncn24)CCC3)cc1
    ?, ?, 7%
Cc1cccnc1NC(=S)NCCc1ccccc1
    ?, 21µM*, -12%
COc1cc(/C=C2/C(=N)N3C(SC)=NSC3=NC2=O)ccc1OC(=O)c1ccco1
    -8%, -28%, -3%
Cc1ccc(C2=NN(CCC(=O)NCCc3cccc(C)c3)C(=O)CC2)cc1
    ?, ?, ?
CCOC(=O)c1cccc(NC(c2nnc(-c3ccccc3)o2)c2ccccc2F)c1 (stereo unspecified)
    ?, ?, -16%
COCc1cc(=O)[nH]c(Sc2c(-c3ccccc3)c3ccc(Cl)cc3[nH]c2=O)n1
    -12%, ?, 2%
COC(CNC(=O)CNC(=S)N(Cc1ccccc1)Cc1cccs1)OC
    9%, -28%, -4%
Cc1ccc(C)c2sc(NC(=O)c3ccc(N4C(=O)CCC4=O)cc3)nc12
    2%, -8%, 2%
Cc1nn2c(C(F)(F)F)cc(-c3ccc(OC(C)C)cc3)nc2c1C#N
    -15%, -26%, -19%
Cc1cccc2nc(CSc3nc4ccc([N+](=O)[O-])cc4[nH]3)cn12
    1%, ?, 34%[activator]
CCc1cc(=O)oc2cc(OCC(=O)N3CCC[C@H]3C(=O)O)ccc12
    6%, 6%, 35%[activator]
O=C(OCc1cc(=O)n2nc(C3CC3)sc2n1)c1ccc(F)cc1
    -11%, -16%, -8%
COc1cc(OC)cc(C(=O)N2CCN(Cc3ccc4c(c3)OCO4)CC2)c1
    -12%, 2%, -2%
Cc1nnc(SCc2ccccc2C#N)n1-c1ccccc1
    10%, 6%, -3%
CCOc1ccc(NC(=O)Cn2c(CCC(=O)O)ccc2-c2ccc(Cl)cc2)cc1
    -1%, -4%, -1%
CC(OC(=O)CNC(=O)c1ccc2c(c1)OCO2)C(=O)NCCC1=CCCCC1 (stereo unspecified)
    5%, 1%, 2%
CCN1C[C@@H]2[C@@H]3C(=O)N(Cc4ccccc4)C(=O)[C@@H]3[C@](C)(C1=O)N2C(=O)c1ccc(Cl)c(Cl)c1
    ?, ?, .
CCCn1c(N)c(C(=O)CSc2nnc(-c3c[nH]c4ccccc34)n2C2CC2)c(=O)[nH]c1=O
    -1%, -7%, -2%
CN(CC(=O)Nc1nc2ccccc2s1)S(=O)(=O)c1ccc(Cl)cc1
    -22%, ?, -6%
CC1CCC(NC(=O)COc2ccc(C(=O)c3ccccc3)cc2)CC1 (stereo unspecified)
    ?, 10µM*, 2%
Cc1nc2cccc(C)n2c(=O)c1Cl
    2%, -7%, -14%
COc1ccccc1CC1(C)NC(=O)N(CC(=O)N2CC(C)OC(C)C2)C1=O (stereo unspecified)
    -7%, 1%, 0%
C(=C\c1ccccc1)/CN1CCN(C(c2ccnc3ccccc23)c2nnnn2C2CCCCC2)CC1 (stereo unspecified)
    23µM*, 18µM*, .
CC1(C(=O)NS(=O)(=O)c2cccc(F)c2)CCN1C(=O)Cc1ccc(-c2ccccc2)cc1 (stereo unspecified)
    1%, 14%, .
COc1ccc(/C=C(/NC(=O)c2ccc(C)cc2)C(=O)NCC2CCCO2)cc1 (stereo unspecified)
    4%, -1%, -6%
O=C(NC1CCCCCCC1)c1cc(-c2ccccn2)nc2ccccc12
    ?, 18µM*, -12%
CCOc1cc(C(=O)Nc2ccc3oc(-c4ccc(F)cc4Cl)nc3c2)cc(OCC)c1OCC
    ?, ?, 3%
COC(=O)c1ccc(NC(=O)CCS(=O)(=O)c2ccc(Br)cc2)cc1
    ?, -26%&-11%, -7%&12%
O=C(Cn1cc(-c2ccccn2)nn1)NS(=O)(=O)c1cccc(OC(F)F)c1
    -5%, -8%, .
CC(C(=O)NCC1CCCO1)n1cccc1C(=O)c1ccccc1 (stereo unspecified)
    -5%, 8%, 14%
Cc1ccc(/C=C/S(=O)(=O)NCC(=O)OCC(=O)Nc2ccc(C(N)=O)cc2)cc1
    8%, -22%, 2%
Cc1nc(Cl)sc1C(=O)Nc1ccc(Cl)cc1
    -2%, -7%, -2%
CCO/C(C)=N/n1c2nc3ccccc3nc2c2c(=O)n(Cc3ccccc3Cl)c(C)nc21
    ?, 26µM*, -4%
CC1CCCN(C(=O)/C(=C/c2ccco2)NC(=O)c2ccccc2)C1 (stereo unspecified)
    -16%, -18%, -3%
COc1cc(OC)cc(-c2cc3nc(C)c(CCC(=O)O)c(C)n3n2)c1
    -29%, ?, -16%
CC(=O)Nc1ccc(S(=O)(=O)N(C)CC(=O)NC2=NCCS2)cc1
    -16%, -12%, -2%
Cc1cc([N+](=O)[O-])ccc1NS(=O)(=O)c1ccccc1
    ?, 23µM*, .
CCn1c(-c2csc3c2CCCC3)n[nH]c1=S
    29µM*, 23µM*, 0%
COc1cccc(-c2nccc(NCc3cnc(C)cn3)n2)c1
    8%, -18%, -7%
CC(C)c1ccc(OCC(O)CN2CCN(c3ccc(F)cc3)CC2)cc1 (stereo unspecified)
    ?, ?, 1%
O=C(O)c1cncc(C#CCC2CCCCC2)c1
    9%, -5%, -2%
Cc1nc2ccc(NC(=O)c3sccc3C)cc2s1
    -15%, ?, 10%
Cc1c(NC2=CC(=O)CC(C)(C)C2)ccc([N+](=O)[O-])c1C
    -3%, -12%, -3%
Cc1ccc(Nc2nc(Cl)c(C=O)s2)cc1Cl
    ?, ?, -22%
Cc1cc(C(=O)O)ccc1-c1ccc(CO)o1
    -25%, -22%, -5%
Cc1cccc(C)c1OCc1cc(C(=O)N2CCN3CCCC3C2)no1 (stereo unspecified)
    1%, -16%, -1%
CCS(=O)(=O)N1CCCC(C(=O)NC2CCCCC2)C1 (stereo unspecified)
    8%, -1%, -10%
COC(=O)C[C@@H]1CC[C@H](NC(=O)CC2CC2)[C@@H](CO)O1
    -2%, 0%, .
CCO[C@@H]1OC(C(=O)NCc2nc3ccccc3[nH]2)=C[C@H](C2CC2)[C@H]1CCCO
    4.6µM*, 2.9µM*, -2%
Cc1ccc(/C=N/Nc2nc(C)cc(C)n2)cc1
    16%, ?, -2%
O=C(COc1ccccc1Cl)Nc1cccc(S(=O)(=O)N2CCCC2)c1
    16µM*, 21µM*, -6%
Cc1ccc2c(c1)C(c1ccc(F)cc1)N(C(=O)c1cccc(C(F)(F)F)c1)CC(=O)N2 (stereo unspecified)
    ?, ?, -19%
O=C(COC(=O)c1ccc(F)c(S(=O)(=O)N2CCOCC2)c1)NCCc1ccccc1
    -12%, -4%, -13%
Cc1nn(-c2ccccc2)c(NC(=O)c2ccccc2)c1Br
    ?, ?, -7%
O=C(Nc1ccc2nc([C@H]3C[C@H](O)[C@@H](CO)O3)[nH]c2c1)NC(c1ccccc1)c1ccccc1
    -8%, 8%, .

Following part
SMILES	TDP1 cell CPT	DT40 TDP1 no CPT	GCN5L2 inh
CCOC(=O)CSc1ncc(-c2cccc(Cl)c2)cn1	-18%	0%	3%
CC(C)CN(C(=O)c1ccco1)C1CCS(=O)(=O)C1 (stereo unspecified)	-3%	3%	3%
Cc1ccc(S(=O)(=O)NCCC(=O)NC(C)CCc2ccccc2)cc1 (stereo unspecified)	9%	?	2%
O=C(Nc1ccc(Cl)cc1Cl)c1csc(-c2cccnc2)n1	6%	-5%	-2%
CC(C)(C)c1ccc(C(=O)NC2CCN(Cc3ccccc3)CC2)cc1	?	18µM*	-9%
O=C(NNC(=O)C1CC1)c1cc(Br)c(Br)s1	-26%	14%	-1%
C=CCOc1c(Br)cc(C2NC(=O)NC(C)=C2C(C)=O)cc1OCC (stereo unspecified)	-13%	-12%	-3%
CCOc1ccccc1C1Nc2ccccc2-c2nnc(SCc3ccccc3)nc2O1 (stereo unspecified)	?	?	-5%
C=CCOC(=O)C1=C[C@@H](c2coc3ccccc3c2=O)C[C@@H](OCc2ccc(CO)cc2)O1	?	?	9%
CC(c1ccco1)N(C(=O)c1ccccc1NS(=O)(=O)c1ccc(Cl)cc1)c1ccccn1 (stereo unspecified)	-11%	?	3%
Cc1ccc(NCc2ccncc2)c(Br)c1	-16%	?	5%
COCc1cc(=O)n2[nH]c(C(C)(C)C)cc2n1	-10%	-13%	-2%
Cn1cccc1C(=O)OCC(=O)Nc1ccc2c(c1)OCO2	22%	11%	0%
COC(=O)NCC1(C)CC(NC(=O)OC)CC(C)(C)C1 (stereo unspecified)	-2%	1%	0%
COc1cc(OC)c2c(c1)C(=O)OC2OC (stereo unspecified)	-23%	8%	1%
COCCN(C(=O)CCc1nnc(Cc2c[nH]c3ccccc23)o1)C(C)C	0%	-25%	-3%
O=C(c1ccncc1)N1CCN(C(=O)c2ccncc2)CC1	-9%	2%	0%
OCC[C@@H]1C[C@H](O)[C@@H](O)[C@@]2(CCc3ccccc3CO2)O1	8%	-14%	3%
CCC(C)NC(=O)c1cc2c(=O)n3cccc(C)c3nc2s1 (stereo unspecified)	0%	-16%	?
CCc1cc(C(c2ccccn2)N2CCN(C)CC2)c(NC(=O)c2ccccc2)s1 (stereo unspecified)	?	?	-8%

Some of the entries above, set out differently:
COCc1cc(=O)[nH]c(Sc2c(-c3ccccc3)c3ccc(Cl)cc3[nH]c2=O)n1
  TDP1 cell CPT: -12% | DT40 TDP1 no CPT: ? | GCN5L2 inh: 2%
O=C(OCc1cc(=O)n2nc(C3CC3)sc2n1)c1ccc(F)cc1
  TDP1 cell CPT: -11% | DT40 TDP1 no CPT: -16% | GCN5L2 inh: -8%
COc1ccccc1CC1(C)NC(=O)N(CC(=O)N2CC(C)OC(C)C2)C1=O (stereo unspecified)
  TDP1 cell CPT: -7% | DT40 TDP1 no CPT: 1% | GCN5L2 inh: 0%

More results.
SMILES	TDP1 cell CPT	DT40 TDP1 no CPT	GCN5L2 inh
CN1C(N)=NC(=O)/C1=C\c1ccc(Br)cc1	-1%	-21%	-2%
O=C(COC(=O)C1CCN(c2ccc(C(F)(F)F)cn2)CC1)Nc1ccc(Cl)cn1	-10%	-8%	-8%
COc1ccc([C@H]2N[C@]3(CCCN(Cc4ccco4)C3=O)[C@H]3C(=O)N(C)C(=O)[C@@H]23)cc1	-17%	-29%	.
COc1ccccc1NC(=O)N1CCN(c2ccc3nnc(-c4ccc(F)cc4)n3n2)CC1	18µM*	?	3%&-6%
CCOc1ccc(N2C(=O)CC(N3CCN(C4CCc5ccccc5C4)CC3)C2=O)cc1 (stereo unspecified)	-15%	-24%	1%
CCCN(C(=O)CSc1nnc(-c2ccc3c(c2)OCO3)o1)C1CCS(=O)(=O)C1 (stereo unspecified)	-26%	?	.
CN(C)/C=C(\C=O)c1onc(-c2ccccc2Cl)c1C#N	9%	8%	-15%
CC(C)OC(=O)c1ccc(NC(=O)c2ccco2)cc1	18µM*	23µM*	1%
CCC(=O)Nc1ccc(C=C(C(C)=O)C(C)=O)cc1	?	?	-7%
Cc1ccc(C(=O)C2CCN(CC(=O)Nc3nc(C)cs3)CC2)cc1	21µM*	16µM*	-4%
CC(C)Cc1nc2cc(NS(=O)(=O)N(C)C)cc(C(=O)N3CCOCC3)c2n1C	8%[9.04 µM]	3%	.
COc1ccccc1N1CCN(S(=O)(=O)c2c(C)nc3sc(C)c(C)n3c2=O)CC1	21µM*	21µM*	-5%
CN1CCN(CC(=O)Nc2nnc(-c3cccs3)s2)CC1	1%	0%	2%
CC12CCC(C3NC(=S)NN=C31)C2(C)C (stereo unspecified)	0%	-1%	.
c1ccc(-c2nn3c(C4CCCCC4)nnc3s2)nc1	-16%	-5%	-4%
CC(C)Cn1c(SCC(=O)NC2CC2)nc2ccccc21	-1%	?	.
Cc1c(C)n(Cc2ccc(Cl)cc2)c2ccc(C(=O)N3CCN(c4ccccc4F)CC3)cc12	18µM*	23µM*	3%
Cc1coc2c1c(C)cc1oc(=O)c(CC(=O)NCCCN3CCCC3=O)c(C)c12	?	?	-21%
